Screening results: PubChem BioAssay, National Center for Advancing Translational Sciences (NCATS)
GLP-1R agonist – agonists of human GLP-1 receptor; P43220; HEK293 GLP-1R CRE-luciferase, luminescence, 4-6 h; cells express a hypersensitive GLP-1R form; Potency, µM (highest dose often 45.6 µM), inactives show top-dose activation, usual class: activators; 380,000 tested, 0.007% active; AID 624172; note: potency is the fitted concentration of half-maximal effect; % of control where 0% means no effect
GLP1R inv ag – acts as inverse agonist at human GLP-1 receptor | P43220 | HEK293 GLP-1R CRE-luciferase, luminescence, 24 h; GLP-1R form is constitutively active | Potency, µM (top dose mostly 38.3 µM), for the others: at the top dose activity change, negative = inhibition, usual class: inhibitors | 410,000 tested, 1.6% active; note: potency is the fitted concentration of half-maximal effect; % is set by controls: 0 for no effect and ±100 for the full control effect; nearly all actives have a fitted effect of over 55% in size
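HEK293 cells stably co-expressing constitutively active GLP-1R and a cAMP-responsive luciferase reporter were seeded in DMEM with 10% Nu serum, given compounds after 12 h, and incubated 24 h at 37 deg C. Luminescence was then read.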
IL-2 act – activates IL-2 in a cell-based reporter assay. IL-2 activation reporter assay, cell-based qHTS; stimulated with anti-CD3/CD4/CD28 beads; in transgenic mouse T cells. activation, % (series mostly up to about 46 µM). 360,000 tested, 0.065% active; in the data active = activation above about 50%; inconclusive = mostly about 30% to 49%; note: 0% is about no effect
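Screening format: compound pinned onto unstimulated transgenic mouse T cells, 60 min incubation, then anti-CD3/anti-CD4/anti-CD28 bead stimulation for 18 hours at 37 degrees C, followed by EGFP and DsRed detection.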
GLP1R cytotox – cytotoxic in the GLP-1 receptor inverse agonist counter-screen; HEK293 cAMP-luciferase reporter cells, luminescence, 24 h; 410,000 tested, 0.13% active; Potency, µM (top dose mostly 38.3 µM), inactives show at the highest dose activity change, negative = inhibition, usual class: inhibitors;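 note: loss of luciferase light is scored as toxicity; potency is the fitted concentration of half-maximal effect; % is set by controls: 0 for no effect and ±100 for the full control effect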
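Step one: seed cells (200 cells/uL, DMEM with 10% Nu serum, 1% pen-strep). Step two: 12-hour incubation at 37 deg C. Step three: pin 23 nL compound, incubate 24 hr. Step four: add luciferase reagent, read luminescence 12 min later.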
PI5P4Ka inh – PI5P4K alpha (human) kinase inhibition; PI5P4Kalpha enzyme, ADP-Glo luminescence, 60 min; stronger effect = lower value; max response, %; 330,000 tested, 1.2% active; AID 652105; active = max response of -50% or lower; inconclusive = between -30% and -50%; inactive = -30% or higher; note: value at the top dose of about 77 µM; % is set by controls: 0 for no effect and ±100 for the full control effect
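Controls without substrate or without enzyme flank wells where PI5P4Kalpha converts substrate using 5 microM ATP (final). Incubation lasts 60 minutes at room temperature; ADP formed is read by ADP-Glo luminescence.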
PLK1 PBD inh – PLK1 (human) polo-box domain binding inhibition; P53350; Plk1 PBD binding of FITC phosphopeptide, fluorescence polarization; Potency, µM, without a hit: max response, negative = inhibition, most hits filed as inhibitors; 360,000 tested, 2.8% active; AID 720504; note: potency is the fitted concentration of half-maximal effect; series mostly up to about 57 µM; % is set by controls: 0 for no effect and ±100 for the full control effect; nearly all actives have a fitted effect of over 65% in size
PTHR1 agonist – activates the human parathyroid hormone receptor PTHR1. Potency, µM (series often up to 115 µM), without a hit: at the highest dose activation, actives largely listed as activators. Q03431. 410,000 tested, 0.075% active. HEK293 GP2 PTHR1 cells, GloSensor cAMP luminescence, 1 h; note: potency is the fitted concentration of half-maximal effect; nearly all actives have a fitted effect of over 55% in size; some results filed as inactive show a strong effect at the top dose; inactives centre near -15; many of its hits are not listed in these tables
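HEK-293-derived GP2 cells expressing PTHR1 and a GloSensor cAMP reporter, 3,000/well, plated overnight, given luciferin plus IBMX (each 0.5 mM as added) for 1 h at 37 °C, then compound for 1 h at 37 °C. Luminescence was read after 15 min at room temperature.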
EPAC1 ag – activates human EPAC1 exchange factor. EPAC1 agonist qHTS, biochemical assay; response scale: 100% = response to 6.5 mM cAMP. Potency, µM (titrated, usually from 154 µM), for the others: at the highest dose activation, hits mostly activators. AID 720707. 360,000 tested, 0.073% active; note: potency is the fitted concentration of half-maximal effect; nearly all actives have a fitted effect of over 60% in size
Target sequence (O95398 whole entry, looked up): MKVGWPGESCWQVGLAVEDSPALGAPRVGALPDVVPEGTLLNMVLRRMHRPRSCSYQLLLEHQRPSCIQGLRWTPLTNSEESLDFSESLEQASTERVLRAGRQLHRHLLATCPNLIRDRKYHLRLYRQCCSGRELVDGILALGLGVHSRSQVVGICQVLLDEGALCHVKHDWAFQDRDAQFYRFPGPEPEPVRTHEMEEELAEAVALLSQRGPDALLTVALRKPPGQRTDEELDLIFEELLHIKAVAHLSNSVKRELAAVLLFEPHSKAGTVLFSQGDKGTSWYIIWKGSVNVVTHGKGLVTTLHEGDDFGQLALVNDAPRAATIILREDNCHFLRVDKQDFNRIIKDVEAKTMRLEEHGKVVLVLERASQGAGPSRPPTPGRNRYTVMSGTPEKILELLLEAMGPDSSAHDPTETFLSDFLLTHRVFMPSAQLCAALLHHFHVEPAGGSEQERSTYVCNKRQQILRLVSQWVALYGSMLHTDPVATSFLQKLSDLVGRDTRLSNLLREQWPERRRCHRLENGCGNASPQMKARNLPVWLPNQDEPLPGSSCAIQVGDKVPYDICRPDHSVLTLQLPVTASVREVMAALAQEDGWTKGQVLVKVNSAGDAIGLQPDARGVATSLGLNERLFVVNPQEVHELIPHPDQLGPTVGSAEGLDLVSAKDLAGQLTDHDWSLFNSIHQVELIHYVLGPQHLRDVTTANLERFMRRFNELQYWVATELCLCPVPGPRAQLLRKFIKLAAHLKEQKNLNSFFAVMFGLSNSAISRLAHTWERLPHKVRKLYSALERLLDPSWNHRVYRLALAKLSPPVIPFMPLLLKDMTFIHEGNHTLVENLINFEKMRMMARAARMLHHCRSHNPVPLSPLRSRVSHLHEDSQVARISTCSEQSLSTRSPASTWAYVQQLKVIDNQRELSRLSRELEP
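Compounds were pinned as a concentration titration into mixtures of EPAC1 (100 nM), BODIPY-GDP-loaded Rap1B (250 nM) and GDP (50 uM). After 5 min at room temperature, fluorescence was followed for 30 min; activity was scaled to 6.5 mM cAMP.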
EPAC1 antagonist – antagonists of human EPAC1. EPAC1 GEF assay, Rap1b-BODIPY-GDP exchange fluorescence. Potency, µM (series often up to 115 µM), without a hit: at the highest dose activity change, negative = inhibition, usual class: inhibitors. 360,000 tested, 0.14% active. AID 720709;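 note: potency is the fitted concentration of half-maximal effect; plate controls were vehicle for no effect and positive control for full effect; nearly all actives have a fitted effect of over 50% in size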
Numbers without * were called inactive; i = inactive; ? = inconclusive; . = not tested or not shown; [ ] = remark or other dose. Unless noted, calls come from the whole dose curve; as a rule, active = well fitted curve in the direction sought with a large enough effect; inconclusive = small, poorly fitted or top-dose-only effect, or another doubt; inactive = no such curve, though single readings can be large; an effect the other way counts as inactive or inconclusive.

item	canonical_smiles	GLP-1R agonist	GLP1R inv ag	IL-2 act	GLP1R cytotox	PI5P4Ka inh	PLK1 PBD inh	PTHR1 agonist	EPAC1 ag	EPAC1 antagonist
1	CCC(Sc1nc(=O)cc(N)n1-c1ccccc1)C(=O)Nc1cc(C)on1 (stereo not given)	-1%	?	1.0	-28%	.	-8%	-6%[57.5 µM]	6%	-3%
2	COc1ccc(C(C(=O)NC2CCCC2)N(C(=O)CNC(=O)c2ccco2)c2cccnc2)cc1 (stereo not given)	-3%	16%	-0.4	7%	4	-1%	i	-2%	-16%
3	C[C@H](CO)N1C[C@H](C)[C@@H](CN(C)C(=O)c2ccccc2)OCc2cn(nn2)CCCC1=O	5%	-2%	-1.8	5%	0	-11%	i	-8%	12%
4	Cc1ccnc(N=Cc2nc(-c3ccccc3Br)oc2O)c1	5%	-8%	0.2	-10%	-1	-3%	i	4%	-4%
5	CC(=O)Nc1c2c3c(cccc3n(C)c1=O)C(=O)c1ccccc1-2	15%	15%	0.1	52%[activator]	-3	-20%	-15%[57.5 µM]	5%	9%
6	Fc1cccc(Nc2nc(-c3ccncc3)nc3ccccc23)c1	18%	?	-1.8	-19%	-7	.	-20%	.	.
7	Cc1ccc(NC(=O)CSCC(=O)Nc2ccc(S(=O)(=O)N3CCOCC3)cc2)cc1	5%	6%	1.4	1%	0	3%	-12%	-21%	3%
8	CC(C)(C)NC(=O)Cn1c(SCC(=O)NC2CCCC2)nc2ccccc21	6%	-5%	0.7	1%	2	0%	-2%	-9%	-9%
9	CCOc1ccc(NC(=O)CSc2nc(N3CCOCC3)nc(N3CCOCC3)n2)cc1	2%	8%	-0.2	9%	8	-1%	i	-15%	0%
10	COc1ccccc1N1CCN(Cc2cc(=O)oc3ccccc23)CC1	5%	12%	-0.1	4%	-3	3%	-4%	-5%	-7%
11	O=C(CN1C(=O)S/C(=C\C=C\c2ccccc2)C1=O)Nc1ccc(O)cc1	-5%	-26%	-0.1	-7%	-5	-6%	-20%	-3%	8%
12	COc1ccccc1Cc1c(-c2ccc(OC)c(OC)c2)nc2c3ccccc3ccn12	0%	-23%	-0.7	-13%	10	-1%	-19%	4%	-7%
13	CC(=O)Nc1cccc(NC(=O)CSc2ncc(-c3ccc(Cl)cc3)n2Cc2ccco2)c1	-18%	?	-0.8	?	-25	7.5µM*	-15%[57.5 µM]	21%	0%
14	CCC1CCCCN1S(=O)(=O)c1ccccc1[N+](=O)[O-] (stereo not given)	6%	?	-2.8	15%	0	-1%	i	4%	-5%
15	COc1cccc(NS(=O)(=O)NC(=O)c2c(C)[nH]c3ccccc23)c1	-3%	36%[activator]	-3.3	-13%	-1	-8%	i	6%	6%
16	O=S(=O)(Nc1ccccn1)c1ccc(Cl)cc1	-9%	11%	0.5	-18%	.	-2%	i	0%	-29%
17	Cc1ccc(S(=O)(=O)NC(Cc2c[nH]c3ccccc23)C(=O)O)cc1 (stereo not given)	-7%	0%	1.0	2%	0	-1%	-3%	-4%	5%
18	CC(=O)c1ccc(NC(=O)CSc2ccc(-c3ccco3)nn2)cc1	-12%	35%[activator]	0.0	10%	-9	-16%	i	5%	-3%
19	O=C(CSc1nnc(-c2ccc(C(F)(F)F)cn2)s1)c1ccccc1	9%	19%	0.2	0%	0	-14%	-15%	6%	7%
20	Cc1ccc(C(=O)n2nc(C)c(S(=O)(=O)N3CCOCC3)c2C)cc1	-2%	9%	.	7%	.	.	17%	.	.
21	O=C(Nc1ncc([N+](=O)[O-])s1)c1ccco1	-2%	-7%	-4.7	?	-24	-2%	-31%[inhibitor]	0%	2%
22	Cc1ccc2c(c1)CCCN2C(=O)CCc1nc2ccccc2c(=O)[nH]1	-1%	?	-5.8	-22%	0	0%	-96%[inhibitor]	-14%	-28%
23	COc1ccccc1NC(=O)C1CCN(S(=O)(=O)c2cccs2)CC1	4%	-2%	5.5	2%	5	-5%	-28%	4%	-4%
24	Cc1cccc(NC(=O)CN2CCN(C(=O)C3CCC3)CC2)c1C	-13%	4%	0.6	-10%	3	-17%	i	-5%	-17%
25	O=C(N/C(=C\c1ccccc1)C(=O)N1CCOCC1)c1ccco1	-3%	9%	-2.0	-3%	6	-1%	-27%	-1%	-6%
26	O=C(CCCN1C(=O)CCC1=O)Nc1ccc(Cl)c(C(F)(F)F)c1	12%	-6%	1.2	12%	-3	-6%	-1%	-5%	-7%
27	COc1cccc(N(C(=O)c2cnccn2)C(C(=O)NC2CCCCC2)c2ccc(Cl)cc2)c1 (stereo not given)	0%	?	-0.9	-2%	1	-13%	-61%[inhibitor]	-2%	-2%
28	O=c1cc(N2CCN(c3ccccc3)CC2)[nH]c(=O)n1-c1ccccc1	-5%	0%	-0.3	3%	-2	-6%	-10%	7%	10%
29	COc1ccc2[nH]c(=O)c(CN(C(=O)C(C)C)c3ccccc3OC)cc2c1	0%	4%	0.2	19%	-2	-4%	-24%	-4%	-1%
30	CN1C(=O)/C(=C\c2ccncc2)SC1=Nc1ccccc1	17%	-7%	-3.5	-8%	-3	-12%	i	-2%	-7%

Exported with one line to a screen: entries from further up.
[22] Cc1ccc2c(c1)CCCN2C(=O)CCc1nc2ccccc2c(=O)[nH]1
[23] COc1ccccc1NC(=O)C1CCN(S(=O)(=O)c2cccs2)CC1
[24] Cc1cccc(NC(=O)CN2CCN(C(=O)C3CCC3)CC2)c1C
[25] O=C(N/C(=C\c1ccccc1)C(=O)N1CCOCC1)c1ccco1
[26] O=C(CCCN1C(=O)CCC1=O)Nc1ccc(Cl)c(C(F)(F)F)c1
[27] COc1cccc(N(C(=O)c2cnccn2)C(C(=O)NC2CCCCC2)c2ccc(Cl)cc2)c1 (stereo not given)
[28] O=c1cc(N2CCN(c3ccccc3)CC2)[nH]c(=O)n1-c1ccccc1
[29] COc1ccc2[nH]c(=O)c(CN(C(=O)C(C)C)c3ccccc3OC)cc2c1

assay / compound,22,23,24,25,26,27,28,29
GLP-1R agonist,-1%,4%,-13%,-3%,12%,0%,-5%,0%
GLP1R inv ag,?,-2%,4%,9%,-6%,?,0%,4%
IL-2 act,-5.8,5.5,0.6,-2.0,1.2,-0.9,-0.3,0.2
GLP1R cytotox,-22%,2%,-10%,-3%,12%,-2%,3%,19%
PI5P4Ka inh,0,5,3,6,-3,1,-2,-2
PLK1 PBD inh,0%,-5%,-17%,-1%,-6%,-13%,-6%,-4%
PTHR1 agonist,-96%[inhibitor],-28%,i,-27%,-1%,-61%[inhibitor],-10%,-24%
EPAC1 ag,-14%,4%,-5%,-1%,-5%,-2%,7%,-4%
EPAC1 antagonist,-28%,-4%,-17%,-6%,-7%,-2%,10%,-1%

[30] CN1C(=O)/C(=C\c2ccncc2)SC1=Nc1ccccc1

assay / compound,30
GLP-1R agonist,17%
GLP1R inv ag,-7%
IL-2 act,-3.5
GLP1R cytotox,-8%
PI5P4Ka inh,-3
PLK1 PBD inh,-12%
PTHR1 agonist,i
EPAC1 ag,-2%
EPAC1 antagonist,-7%

The list continues:
item	canonical_smiles	GLP-1R agonist	GLP1R inv ag	IL-2 act	GLP1R cytotox	PI5P4Ka inh	PLK1 PBD inh	PTHR1 agonist	EPAC1 ag	EPAC1 antagonist
31	NS(=O)(=O)c1ccc(CCNC(=O)C2CCC(CNS(=O)(=O)c3ccc(Br)s3)CC2)cc1 (stereo not given)	12%	10%	-0.2	-2%	-3	?	i	5%	-29%
32	Cc1cccc(N2CCN(S(=O)(=O)c3ccc4c(c3)CCN4C(=O)CCC(=O)O)CC2C)c1 (stereo not given)	-5%	0%	-2.3	0%	3	-12%	i	56µM*	20µM*
33	CCCCc1ccc(NC(=S)N2CCN(C(=O)OCC)CC2)cc1	-1%	?	-1.0	-1%	3	-17%	i	-13%	-16%
34	CC1(C)NC(=O)N(CCCOc2ccccc2Br)C1=O	1%	-17%	0.3	10%	16	-14%	-2%	0%	-10%
35	Cc1ccc(S(=O)(=O)Nc2cc3c(C(=O)Nc4ccccc4)c(C)oc3c3ccccc23)cc1	0%	2%	-0.7	-11%	-4	2%	i	6%	-14%
36	C=CCc1cc(CN2CC(C)OC(C)C2)c(O)c(OC)c1 (stereo not given)	15%	-33%	0.5	1%	1	-5%	-8%	-10%	7%
37	Cc1ccc(CNC(=O)C2CCN(S(=O)(=O)c3ccc4c(c3)OCCCO4)CC2)cc1	-8%	-10%	0.1	13%	-7	-12%	-6%	3%	-23%
38	Cc1ccnc(NC(=O)CNC(=O)c2ccccc2Br)c1	-5%	5%	-3.9	-3%	0	-14%	0%	6%	9%
39	CSc1nnc(CNS(=O)(=O)c2ccc(F)cc2)n1C	4%	-4%	-3.5	-6%	2	-3%	i	10%	0%
40	Cc1ccc2nc(C(=O)O)c(C(=O)O)nc2c1	-6%	0%	-2.4	7%	.	-8%	i	6%	8%
41	CCC(=O)N1CCc2cc(S(=O)(=O)CCC(=O)Nc3ccc(F)c(F)c3)ccc21	-6%	-3%	-2.4	9%	2	-29%	-10%[57.5 µM]	5%	-6%
42	Clc1ccc(Cn2ncc3c(NCCN4CCOCC4)ncnc32)cc1	1%	-6%	2.6	-4%	7	0%	-9%	5%	4%
43	COc1cc(OC)cc(C(=O)Nc2c(F)cccc2F)c1	15%	12%	1.2	0%	0	-7%	-5%[57.5 µM]	0%	-7%
44	CC(C)(C)c1ccc(C(=O)NCCC(=O)N2CCN(c3ncccn3)CC2)cc1	6%	-43%	3.3	-13%	6	3%	-70%[inhibitor][57.5 µM]	0%	14%
45	CC(C)(C)OC(=O)NCCCCCc1nnc(SCC(=O)Nc2cccc(Cl)c2)o1	1%	4%	1.3	3%	2	-2%	-29%	9%	-5%

The list is partial, so the mix of outcomes need not match the whole.
